Abeta rescue = A-beta toxicity reversal in yeast | yeast expressing A-beta42, growth rescue, OD600, 48 h; response scale: 0% DMSO, 100% iron-clioquinol control | Potency, µM (doses to about 46.1 µM), inactives show at the highest dose growth rescue, actives largely listed as activators | 410,000 tested, 0.063% active | AID 1347071; also: potency is read from the fitted curve at half-maximal effect; nearly all actives have a fitted effect of over 55% in size
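Yeast A-beta toxicity model in growth medium with pinned compounds, 48 h at 30 C; growth read as absorbance at 600 nm. Normalized to FeCl3/clioquinol equimolar mix (positive) and DMSO (negative).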
MmCpn inh = blocks the Methanococcus maripaludis chaperonin Mm-Cpn. purified Mm-Cpn ATPase, ADP Transcreener TR-FRET. AID 504842. Potency, µM (titrated, usually from 76.9 µM), for inactives: at the highest dose activity, negative = inhibition, most hits filed as inhibitors. 330,000 tested, 0.031% active; also: potency is read from the fitted curve at half-maximal effect; % is scaled to controls: 0 for no effect and ±100 for the full control effect; nearly all actives have a fitted effect of over 80% in size
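TR-FRET (320 nm excitation; 590 and 665 nm emission) reports ADP made from 10 uM ATP by 25 nM enzyme; compounds were preincubated 10 min, reaction run 30 min, both at 37°C.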
Akt phos inh = Akt phosphorylation inhibition; Neuro2A IGF-stimulated pAkt S473 HTRF, 20 min; active compounds read low; activity change, % for hits at 50 µM; 360,000 tested, 0.32% active; AID 651550; in the data active = activity change below about -80%; inconclusive = mostly about -51% to -80%; also: % is scaled to controls: 0 for no effect and ±100 for the full control effect
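Neuro2A cells in DMEM with 0.5% FBS, overnight at 37 deg C, given compound at single 50 µM final, then IGF (6 nM final) for 20 min at 37 deg C. Lysed; phospho-Akt Ser473 by HTRF after 24 h, 665/615 ratio.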
HEK293 tox = cytotoxicity counter-screen for GLP-1 receptor inverse agonists; HEK293 cAMP-luciferase reporter cells, luminescence, 24 h; Potency, µM (top dose mostly 38.3 µM), inactives show at the highest dose activity change, negative = inhibition, most hits filed as inhibitors; 410,000 tested, 0.13% active; AID 624418;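 also: loss of luciferase light is scored as toxicity; potency is read from the fitted curve at half-maximal effect; % is scaled to controls: 0 for no effect and ±100 for the full control effect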
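To flag toxic compounds, the library was rerun on cells for 24 hr at 37 deg C and 5% CO2. Viability-linked luminescence was captured 12 min after adding luciferase detection reagent.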
aSyn yeast inh = inhibitors of alpha-synuclein toxicity in yeast | Potency, µM (highest dose often 46.1 µM), for the others: top-dose growth rescue (activation), most hits filed as activators | 370,000 tested, 0.14% active | Yeast expressing alpha-synuclein, growth rescue, BacTiter-Glo, 24 h; also: potency is read from the fitted curve at half-maximal effect; % of control where 0% means no effect; nearly all actives have a fitted effect of over 65% in size
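Screening used galactose-induced yeast with toxic alpha-synuclein levels, exposed to compound for 24 hr at 30 deg C. Cell growth, read with BacTiter-Glo luminescence, gave the measured signal.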
TDP43 rescue = rescues yeast growth from TDP-43 toxicity | TDP-43 expressing yeast growth rescue, BacTiter-Glo, 24 h | Potency, µM (highest dose often 46.1 µM), inactives show at the top dose growth rescue (activation), most hits filed as activators | 410,000 tested, 1.8% active | AID 652104; also: potency is read from the fitted curve at half-maximal effect; % of control where 0% means no effect; nearly all actives have a fitted effect of over 50% in size
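Yeast expressing TDP-43 (pregrown in raffinose, seeded at OD600=0.02 in galactose medium) exposed to compounds 24 hr at 30 deg C. Growth read by BacTiter-Glo luminescence; rescue of toxicity appears as increased signal.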
GLP1R inv ag = acts as inverse agonist at human GLP-1 receptor | Potency, µM (series often up to 38.3 µM), for inactives: top-dose activity change, negative = inhibition, usual class: inhibitors | HEK293 GLP-1R CRE-luciferase, luminescence, 24 h; GLP-1R form is constitutively active | AID 624417 | P43220 | 410,000 tested, 1.6% active; also: potency is read from the fitted curve at half-maximal effect; % is scaled to controls: 0 for no effect and ±100 for the full control effect; nearly all actives have a fitted effect of over 55% in size
Target sequence (P43220 whole entry, looked up): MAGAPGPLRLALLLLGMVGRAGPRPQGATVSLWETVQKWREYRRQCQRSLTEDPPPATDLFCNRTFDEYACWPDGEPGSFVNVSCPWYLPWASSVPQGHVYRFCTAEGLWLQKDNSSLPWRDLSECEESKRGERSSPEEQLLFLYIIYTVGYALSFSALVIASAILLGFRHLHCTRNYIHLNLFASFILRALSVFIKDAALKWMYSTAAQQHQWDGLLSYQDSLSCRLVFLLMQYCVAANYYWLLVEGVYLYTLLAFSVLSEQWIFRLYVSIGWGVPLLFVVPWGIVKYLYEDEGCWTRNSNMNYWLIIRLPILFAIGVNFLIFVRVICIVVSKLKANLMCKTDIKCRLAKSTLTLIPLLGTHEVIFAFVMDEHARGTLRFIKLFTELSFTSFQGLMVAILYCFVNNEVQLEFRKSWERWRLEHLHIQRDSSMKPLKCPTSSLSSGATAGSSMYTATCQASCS
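HEK293 cells stably co-expressing a cAMP-responsive luciferase reporter and constitutively active GLP-1R were seeded, incubated 12 h, then exposed to compounds for 24 h at 37 C. Luminescence was read 12 min after detection reagent; inverse agonists lower signal.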
PTHR1 ag = agonists of human PTHR1 parathyroid hormone receptor; AID 743266; HEK293 GP2 PTHR1 cells, GloSensor cAMP luminescence, 1 h; 410,000 tested, 0.075% active; Potency, µM (doses to about 115 µM), without a hit: at the top dose activation, most hits filed as activators; Q03431; also: potency is read from the fitted curve at half-maximal effect; nearly all actives have a fitted effect of over 55% in size; some results filed as inactive show a strong effect at the top dose; inactives centre near -15; many of its hits are not listed in these tables
Target sequence (Q03431 whole entry, looked up): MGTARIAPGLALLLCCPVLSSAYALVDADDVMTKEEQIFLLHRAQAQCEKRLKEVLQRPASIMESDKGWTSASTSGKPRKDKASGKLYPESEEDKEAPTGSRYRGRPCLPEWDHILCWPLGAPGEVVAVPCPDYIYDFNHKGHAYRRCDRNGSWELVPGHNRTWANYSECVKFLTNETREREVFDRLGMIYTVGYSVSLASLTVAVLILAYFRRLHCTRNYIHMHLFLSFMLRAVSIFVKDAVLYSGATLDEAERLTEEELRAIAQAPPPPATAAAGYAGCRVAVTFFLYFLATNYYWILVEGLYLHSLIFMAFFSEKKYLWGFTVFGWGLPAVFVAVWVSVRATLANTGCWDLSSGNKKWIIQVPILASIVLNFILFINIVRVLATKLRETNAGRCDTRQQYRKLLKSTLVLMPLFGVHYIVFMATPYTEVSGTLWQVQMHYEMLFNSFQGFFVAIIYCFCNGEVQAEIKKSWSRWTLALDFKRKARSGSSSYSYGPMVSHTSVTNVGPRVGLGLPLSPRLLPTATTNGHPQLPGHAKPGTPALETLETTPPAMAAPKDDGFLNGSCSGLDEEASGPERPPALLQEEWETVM
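HEK-293-derived GP2 cells expressing PTHR1 and a GloSensor cAMP reporter, 3,000/well, plated overnight, given luciferin plus IBMX (each 0.5 mM as added) for 1 h at 37 °C, then compound for 1 h at 37 °C. Luminescence was read after 15 min at room temperature.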
FUS suppressor = suppressors of FUS proteinopathy in yeast; S. cerevisiae FUS-expressing, growth rescue, OD600, 24 h; Potency, µM (doses to about 76.6 µM), inactives show at the highest dose growth rescue (activation), hits mostly activators; 390,000 tested, 0.24% active;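 also: potency is read from the fitted curve at half-maximal effect; plate controls were DMSO vehicle for no effect and reference control for full effect; nearly all actives have a fitted effect of over 55% in size; some results filed as inactive show a strong effect at the top dose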
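Cultures pregrown in 2.5% raffinose medium are shifted to minimal medium containing 2% galactose to express toxic FUS. Compounds are tested at several concentrations. After 24hr at 30C, growth is quantified at 600 nm absorbance.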
The depositor's hits bear a star; i = inactive; ? = inconclusive; / = not tested or not shown; & = joins results of further samples; [ ] = dose if it differs, or a comment. Unless noted, calls follow the shape of the dose curve; as a rule, active = well fitted curve in the direction sought with a large enough effect; inconclusive = small, poorly fitted or top-dose-only effect, or another doubt; inactive = no such curve, though single readings can be large; an effect the other way counts as inactive or inconclusive. Only part of the results is shown. The share of hits here may be higher or lower than overall.

| SMILES | TDP43 rescue | GLP1R inv ag | Abeta rescue | PTHR1 ag | aSyn yeast inh | HEK293 tox | MmCpn inh | Akt phos inh | FUS suppressor |
| --- | --- | --- | --- | --- | --- | --- | --- | --- | --- |
| O=C(NC1CCCCCCC1)C1CCN(S(=O)(=O)N2CCC3(CC2)OCCO3)CC1 | -19% | 0% | 2% | 4%[57.5 µM] | 8% | -32% | -1% | / | 28% |
| Fc1ccc(NC(=S)Nc2cccc3cnccc23)cc1 | -4% | -2% | -16% | -29% | -11% | 5% | -5% | i | -1% |
| CCc1nnc(NC(=O)CCC(=O)NCc2ccccc2OC)s1 | 0% | 0% | 15% | 9%[57.5 µM] | 6% | 8% | 1% | i | 17% |
| Clc1cc(Cl)cc(Nc2ncn[nH]2)c1 | 10% | 2% | 13% | i | -11% | 1% | 0% | i | -2% |
| NCC(=O)CCC(=O)O | 11% | -2% | -12% | -7% | -1% | 0% | 2% | i | -39% |
| COc1ccc(C(=O)Nc2cc(C(F)(F)F)ccc2-n2cncn2)cc1 | 23% | 9% | 8% | -27% | -4% | -6% | 0% | i | -9% |
| CSCCC(NS(=O)(=O)c1ccc(C)cc1)C(=O)NCCc1c[nH]c2ccccc12 (configuration not stated) | -1% | ? | -4% | -24% | 0% | -1% | 1% | i | 13% |
| Cc1ccc(S(=O)(=O)N2CCC(=O)N(C(COCc3cccc(C)c3)C(C)C)CC2)cc1 (configuration not stated) | ? | ? | -10% | -18% | 8% | -19% | 1% | i | ? |
| COc1ccccc1CNC(=O)C1CCN(S(=O)(=O)c2ccc3nc4c(c(C(=O)O)c3c2)CCCC4)CC1 | 10% | 5% | 15% | -16% | 2% | 3% | -5% | i | 27% |
| COc1ccc([C@H]2CC(=O)C[C@@H](CCn3cc(C(C)C)nn3)O2)cc1 | 15% | 19% | -16% | i | 9% | -3% | / | i | 4% |
| Cc1c(C(=O)NCC(c2ccc(Cl)cc2)N2CCOCC2)oc2ccccc12 (configuration not stated) | ? | ? | 9% | i | / | -4% | / | / | 20% |
| CCCn1c2ccccc2c2cnn(CC(=O)N(CC)CC)c(=O)c21 | 1% | -36% | -5% | ? | 7% | 3% | -1% | i | -6% |
| Cc1c(C(=O)Nc2ccccc2Br)oc2ccc(S(=O)(=O)N3CCCCCC3)cc12 | -8% | 17% | -15% | -16% | / | 8% | / | / | -18% |
| COc1ccc(C2C(C(=O)N3CCOCC3)=C(C)NC3=C2C(=O)CC(C)(C)C3)c(OC)c1 (configuration not stated) | ? | 0% | -9% | i | -4% | 29% | -2% | i | 3% |
| O=C(COc1ccc(Cl)cc1)NCc1nnc(SCC(=O)N2CCCc3ccccc32)o1 | 7% | -17% | -9% | -18%[57.5 µM] | -2% | 0% | -2% | i | 9% |
| COc1cccc(CNC(=O)Cn2c(=O)c3cccn3c3ccc(F)cc32)c1OC | -25% | 14% | -16% | 14% | / | -7% | / | / | 18% |
| CCOC(=O)C1CCN(C(=O)/C(=C/c2ccccc2)NC(=O)c2ccccc2)CC1 | 1% | -22% | -11% | -12% | 2% | 5% | 1% | i | 21% |
| Cc1cc(C)cc(NC(=O)COC(=O)CCCNC(=O)c2ccc(Cl)cc2)c1 | 6% | 32%[activator] | -18% | i | -9% | -7% | 5% | i | / |
| Cn1nc(C(=O)N2CCN(C(c3ccccc3)c3ccccc3)CC2)c2ccccc2c1=O | -27% | ? | -36%[inhibitor] | i | -7% | 6% | 1% | i | 44% |
| CC(C)(C)OC(=O)N1CCC(C(=O)N[C@H](C(=O)O)c2ccccc2)(c2ccccc2)CC1 | -4% | 3% | 4% | i | -3% | 2% | -3% | i | -10% |
| COC(=O)c1cn(Cc2ccc(C(F)(F)F)cc2)cc(F)c1=O | 4% | -5% | -90%[inhibitor] | ? | 1% | 4% | 0% | i | -20% |
| CC(=O)c1cc(CN2CCC(N3CCC(C(=O)NC(C)C)CC3)CC2)cs1 | 4% | 6% | -3% | -7% | 1% | 9% | -23% | i | -15% |
| CCC(=O)Oc1ccc(/C(CC)=C(\CC)c2ccc(OC(=O)CC)cc2)cc1 | 6% | 5% | -6% | -26% | 8% | 2% | 3%[15.4 µM] | i | -27% |
| CC1=CC(C)(C(Cl)(Cl)Cl)C(C)=CC1=NO (configuration not stated) | ? | ? | 9% | -18% | 6% | -3% | / | i | -28% |
| O=C(CN1CCOCC1)Nc1ccc(Br)cn1 | -12% | 29% | 8% | i | 2% | 4% | -6% | i | -9% |
| O=C(NCCc1ccccc1)C1CCN(C(=O)Nc2ccccc2)CC1 | 2% | 1% | 7% | -4% | -6% | -2% | -1% | i | 2% |
| COc1ccc(C2=NS(=O)(=O)N(C)C(C(=O)N(C)Cc3ccccc3)=C2)cc1OC | -6%&2% | 58%&30%[activator] | -2%&-10% | -70%&-66%[inhibitor] | 5% | -23%&5% | 0% | i | ? |
| COc1ccccc1CNC1CCCc2ccccc21 (configuration not stated) | -3% | -18% | 4% | i | 7% | -10% | -1% | i | 0% |
| COC(=O)CSc1nnc(SCc2ccc(Cl)cc2)s1 | 0% | 0% | -6% | i | -5% | 1% | 0% | i | -6% |
| O=C(Nc1ccccc1Br)c1cc(CN2CCCC2)on1 | -6% | 0% | -16% | ? | / | 1% | / | / | 20% |

The last 6 compounds of the part above open the next one.
| SMILES | TDP43 rescue | GLP1R inv ag | Abeta rescue | PTHR1 ag | aSyn yeast inh | HEK293 tox | MmCpn inh | Akt phos inh | FUS suppressor |
| --- | --- | --- | --- | --- | --- | --- | --- | --- | --- |
| O=C(CN1CCOCC1)Nc1ccc(Br)cn1 | -12% | 29% | 8% | i | 2% | 4% | -6% | i | -9% |
| O=C(NCCc1ccccc1)C1CCN(C(=O)Nc2ccccc2)CC1 | 2% | 1% | 7% | -4% | -6% | -2% | -1% | i | 2% |
| COc1ccc(C2=NS(=O)(=O)N(C)C(C(=O)N(C)Cc3ccccc3)=C2)cc1OC | -6%&2% | 58%&30%[activator] | -2%&-10% | -70%&-66%[inhibitor] | 5% | -23%&5% | 0% | i | ? |
| COc1ccccc1CNC1CCCc2ccccc21 (configuration not stated) | -3% | -18% | 4% | i | 7% | -10% | -1% | i | 0% |
| COC(=O)CSc1nnc(SCc2ccc(Cl)cc2)s1 | 0% | 0% | -6% | i | -5% | 1% | 0% | i | -6% |
| O=C(Nc1ccccc1Br)c1cc(CN2CCCC2)on1 | -6% | 0% | -16% | ? | / | 1% | / | / | 20% |
| Cc1nc(-c2cccc(F)c2)sc1CCNC(=O)c1ccc(F)c(F)c1 | 0% | ? | -16% | -4% | / | -23% | / | / | -1% |
| CCNC(=O)COC(=O)c1cc(-c2ccc(OC)cc2)nc2ccccc12 | -4% | 0% | -6% | i | -36%[inhibitor] | 0% | -6% | i | 8% |
| O=C(NC1CCCCC1)N(Cc1cc2cc3c(cc2[nH]c1=O)OCCO3)C1CCCCC1 | -7% | 6% | 2% | i | -4% | -18% | 1% | i | 29% |
| CCc1nn(CCCC(=O)N2CCC(C)CC2)c(=O)c2cc3occc3n12 | 3% | 106%[activator] | -17% | -8% | 0% | -12% | 1% | i | 14% |
| CCOc1cccc2sc(N3CCN(C(=O)c4ccc5ncsc5c4)CC3)nc12 | 12% | 18% | ? | -9% | 16% | 0% | -1% | i | -9% |
| CCCCCn1c(SCCN2CCOCC2)nc2c1c(=O)[nH]c(=O)n2C | -8% | 33%[activator] | -5% | i | -3% | 4% | 0% | i | 5% |
| CC(=O)Nc1n[nH]c(S(=O)(=O)Cc2ccc(Cl)cc2Cl)n1 | 9% | -17% | -2% | -5%[57.5 µM] | 4% | 2% | 3% | i | 18% |
| Cc1c(C(=O)N2CCOCC2)oc2c1-c1nn(CC(=O)NCc3ccccc3)cc1CC2 | 0% | 7% | 1% | -39%[inhibitor] | / | -11% | / | / | -13% |
| CCOc1ccc(N(CC(=O)NCCOc2ccccc2OC)S(=O)(=O)c2ccccc2)cc1 | -7% | ? | -10% | i | 0% | -4% | 0% | i | / |
| CCC(C)[C@H](NC(=O)N1CCN(c2cccc(C(F)(F)F)c2)CC1)C(=O)OC (some centres not stated) | -1% | 0% | -12% | -18% | -1% | -31% | 1% | i | 23% |
| Cc1ccc(S(=O)(=O)N2CCN(C(=O)CSCc3ccc(C(C)C)cc3)CC2)cc1 | 25% | ? | 0% | -37%[inhibitor] | 22% | 4% | 1% | i | ? |
| CN(C)S(=O)(=O)c1cccc(NC(=S)N2CCCCC2CO)c1 (configuration not stated) | -1% | 4% | -4% | i | -1% | -12% | -1% | i | 8% |
| CCCCn1c(SCC(=O)N2CCCCC2)nc2cc(S(N)(=O)=O)ccc21 | -36%[inhibitor] | -14% | 0% | i | -4% | -26% | 1% | i | 35% |
| CCOc1nc(-c2ccccc2)c2cc(C)ccc2n1 | 22% | ? | -10% | -16% | 15% | 6% | 1% | / | -7% |
| O=C(NCc1ccco1)C1CCN(C(=O)c2cc3sccc3n2Cc2ccc(Cl)cc2)CC1 | -25% | -28% | 6% | i | -1% | -26% | -2% | i | 2% |

Bioassay records: PubChem BioAssay, National Center for Advancing Translational Sciences (NCATS)
